# Yp Topo-I inh – Yersinia pestis topoisomerase I inhibitors, primary screen, biochemical, cleavage product accumulation, plate reader, single point. 360,000 tested, 0.064% active. activity, % at 10 µM. Y. pestis Topo-I cleavage product accumulation. AID 504884, 2011; in the data active = activity above about 50%, passing the limit was not always enough; note: inactives centre near 2
# GDH-TPI inh – GDH-TPI coupling enzyme inhibitors, primary screen, artefact control for M. tuberculosis FBA inhibitor project, biochemical, absorbance, full deck | inhibition, % at 4.8 µM | AID 588335, 2011 | 360,000 tested, 1.2% active | GDH-TPI coupled enzyme counterscreen, NADH absorbance; in the data active = inhibition above about 30%;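 note: 0% = DMSO wells and 100% = wells lacking the enzyme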
# Mtb UGM inh – M. tuberculosis UGM enzyme inhibitors, primary screen, biochemical, fluorescence polarization, single point; UDP-galactopyranose mutase (Mycobacterium tuberculosis (strain ATCC 25618 / H37Rv)), …; purified UGM, fluorescence polarization probe displacement; inhibition, % at 10 µM; 320,000 tested, 0.06% active; AID 504406, 2011; in the data active = inhibition above about 10%, passing the limit was not always enough
# PfHsp40 yeast – rescue of yeast from PfHsp40 toxicity, primary screen, S. cerevisiae, ATP luminescence | S. cerevisiae expressing PfHsp40, growth rescue | 340,000 tested, 0.68% active | growth rescue, % at 12.5 µM; in the data active = growth rescue above about 28%, passing the limit was not always enough;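 note: yeast W303a lacking pdr1 and pdr3 grown in galactose medium; growth measured after three days at 30 °C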
# FadD28 FP inh – inhibitors of FadD28 bisubstrate probe binding, primary screen, biochemical, fluorescence polarization, single point; inhibition, % at 12.5 µM; 360,000 tested, 0.22% active; AID 588549, 2011; in the data active = inhibition above about 8.5%, passing the limit was not always enough
# BioA inh – M. tuberculosis BioA enzyme inhibitors, primary screen, biochemical, plate reader, single point, HTS | 7,8-diaminopelargonic acid synthase BioA (Mycobacterium tuberculosis) | purified M. tuberculosis BioA enzyme | inhibition, % at 9.99 µM | 360,000 tested, 0.096% active; in the data active = inhibition above about 40%
# Vc quorum ag – inducers of Vibrio cholerae quorum light production without autoinducers, primary screen, BH1578 luxS cqsA deficient, single point; activation, % at 18.7 µM; AID 588436, 2011; 350,000 tested, 0.16% active; V. cholerae BH1578 lux reporter, luminescence, 6 h; in the data active = activation mostly above about 9.7%, no sharp cut-off; note: not every result past the cut was called active; inactives centre near 0; reference of the scale not given here
# TcdB inh – TcdB glycohydrolase inhibitors, primary screen, biochemical, single point, plate reader | 350,000 tested, 0.24% active | AID 652162, 2013 | Toxin B (Clostridioides difficile), P18177 | TcdB glycohydrolase enzymatic assay | inhibition, % at 9.99 µM; in the data active = inhibition above about 10%
# Target sequence (P18177 whole entry, looked up): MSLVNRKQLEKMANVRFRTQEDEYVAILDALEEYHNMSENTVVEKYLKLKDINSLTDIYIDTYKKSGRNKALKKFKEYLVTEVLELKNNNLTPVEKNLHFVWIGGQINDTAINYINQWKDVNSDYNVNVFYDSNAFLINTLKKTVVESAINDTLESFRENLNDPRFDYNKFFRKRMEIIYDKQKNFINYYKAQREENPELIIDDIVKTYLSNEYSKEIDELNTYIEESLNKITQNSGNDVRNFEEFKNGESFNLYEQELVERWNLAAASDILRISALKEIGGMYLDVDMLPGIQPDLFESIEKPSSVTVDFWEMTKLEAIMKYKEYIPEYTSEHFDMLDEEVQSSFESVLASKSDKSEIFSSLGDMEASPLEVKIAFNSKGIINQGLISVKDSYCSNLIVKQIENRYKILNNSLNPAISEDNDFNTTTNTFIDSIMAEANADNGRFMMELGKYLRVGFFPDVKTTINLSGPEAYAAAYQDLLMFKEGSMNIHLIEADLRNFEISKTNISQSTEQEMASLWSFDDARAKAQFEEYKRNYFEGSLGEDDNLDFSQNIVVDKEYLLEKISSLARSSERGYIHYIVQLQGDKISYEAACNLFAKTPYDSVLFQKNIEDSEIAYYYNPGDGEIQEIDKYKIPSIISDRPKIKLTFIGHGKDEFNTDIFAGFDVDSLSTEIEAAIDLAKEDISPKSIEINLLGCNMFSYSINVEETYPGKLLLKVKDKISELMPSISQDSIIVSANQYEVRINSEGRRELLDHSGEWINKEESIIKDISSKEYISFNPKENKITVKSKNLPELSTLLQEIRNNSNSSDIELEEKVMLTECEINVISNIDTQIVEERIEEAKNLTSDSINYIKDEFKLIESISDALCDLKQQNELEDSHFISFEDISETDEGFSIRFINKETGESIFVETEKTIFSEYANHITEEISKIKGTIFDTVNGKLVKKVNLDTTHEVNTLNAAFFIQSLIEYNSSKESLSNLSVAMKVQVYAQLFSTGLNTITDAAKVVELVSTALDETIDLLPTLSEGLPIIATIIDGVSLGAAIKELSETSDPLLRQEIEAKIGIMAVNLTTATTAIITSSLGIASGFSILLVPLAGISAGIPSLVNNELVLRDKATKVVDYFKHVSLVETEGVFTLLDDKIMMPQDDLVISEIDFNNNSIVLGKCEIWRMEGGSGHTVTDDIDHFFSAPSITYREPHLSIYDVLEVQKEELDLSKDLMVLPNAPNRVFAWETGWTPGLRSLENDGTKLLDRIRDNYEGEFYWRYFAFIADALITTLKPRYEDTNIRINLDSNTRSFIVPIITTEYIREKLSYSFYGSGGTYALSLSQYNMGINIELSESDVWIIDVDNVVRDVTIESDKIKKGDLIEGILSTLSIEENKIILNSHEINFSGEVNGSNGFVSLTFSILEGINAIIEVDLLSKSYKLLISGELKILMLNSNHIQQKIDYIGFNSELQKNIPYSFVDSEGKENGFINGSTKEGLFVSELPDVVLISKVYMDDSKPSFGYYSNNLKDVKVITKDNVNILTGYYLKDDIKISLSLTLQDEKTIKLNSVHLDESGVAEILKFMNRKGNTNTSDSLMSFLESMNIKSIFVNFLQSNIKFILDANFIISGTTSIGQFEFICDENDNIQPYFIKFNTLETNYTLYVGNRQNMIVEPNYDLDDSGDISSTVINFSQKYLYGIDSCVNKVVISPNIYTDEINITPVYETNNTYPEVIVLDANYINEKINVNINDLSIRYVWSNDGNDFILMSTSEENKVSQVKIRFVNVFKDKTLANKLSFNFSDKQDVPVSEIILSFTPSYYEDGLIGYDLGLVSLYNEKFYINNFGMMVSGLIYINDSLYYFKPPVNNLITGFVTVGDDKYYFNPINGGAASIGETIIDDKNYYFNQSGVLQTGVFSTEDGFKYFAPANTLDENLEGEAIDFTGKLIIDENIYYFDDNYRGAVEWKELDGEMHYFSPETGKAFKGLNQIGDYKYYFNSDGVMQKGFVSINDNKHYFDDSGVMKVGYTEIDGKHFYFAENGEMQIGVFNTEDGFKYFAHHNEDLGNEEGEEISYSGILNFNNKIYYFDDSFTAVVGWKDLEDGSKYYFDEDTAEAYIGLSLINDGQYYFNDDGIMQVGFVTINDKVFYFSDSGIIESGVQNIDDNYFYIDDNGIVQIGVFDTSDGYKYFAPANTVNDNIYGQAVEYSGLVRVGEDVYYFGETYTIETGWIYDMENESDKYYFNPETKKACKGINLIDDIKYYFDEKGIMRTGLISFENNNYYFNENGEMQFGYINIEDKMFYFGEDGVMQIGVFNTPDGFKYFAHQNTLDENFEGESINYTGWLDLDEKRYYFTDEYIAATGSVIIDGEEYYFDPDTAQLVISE
# FBA Mtb inh – Mtb FBA enzyme inhibitors, primary screen, biochemical, fluorescence, strain H37Rv; Fructose-bisphosphate aldolase (Mycobacterium tuberculosis (strain ATCC 25618 / H37Rv)), …; purified M. tuberculosis FBA, fluorescence read-out; inhibition, % at 1 µM; AID 588726, 2011; 360,000 tested, 2.3% active; in the data active = inhibition above about 27%;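 note: 0% = vehicle and 100% = reference inhibitor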
# * hit, by the source's call; i = inactive; . = no result given; + = active, no number; & = joins results of further samples.
# Value order: Vc quorum ag, BioA inh, GDH-TPI inh, TcdB inh, FBA Mtb inh, PfHsp40 yeast, Mtb UGM inh, Yp Topo-I inh, FadD28 FP inh
> O=C(CNc1ccccc1F)Nc1cccc(S(=O)(=O)N2CCCCC2)c1
    -5.0, 0.4, 5, 1.6, 4, 1.3, ., 2, -0.7
> CCOc1ccc(OCCC(=O)NNC(=O)c2ccncc2)cc1
    -1.2, 0.0, 3, -0.7, 0, -0.4, -2.2, 11, .
> CCOc1ccc(S(=O)(=O)N2CCN(C(=S)NCc3ccccc3)CC2)cc1
    -0.5, -3.5, 3, -0.8, -1, 2.0, 0.5, 14, -2.7
> COc1ccc(N2CCN(CC(=O)NC(=O)NC(C)(C)C)CC2)cc1
    -0.3, ., 1, -4.0, -3, -0.4, 0.8, 3, -4.4
> COc1ccccc1NS(=O)(=O)c1cccc(C(=O)N/N=C(\C)c2ccncc2)c1
    i, -2.0, 4, 0.2, -2, 0.6, ., -3, -4.0
> CCOC(=O)c1ccc(CNC(=O)CSc2nnc(-c3ccncc3)o2)cc1
    -0.4, -2.2, 6, 0.3, 2, -1.2, 0.7, -3, -1.8
> O=C(NCc1ccccc1)c1ccc(CNc2c(N3CCCC3)c(=O)c2=O)cc1
    -0.3, -0.9, 15, 0.2, 4, -1.9, 0.7, -6, -0.6
> Cc1ccc(-c2nnc(C)c(N3CCOCC3)n2)cc1
    i, 0.0, 12, ., 2, -0.7, -0.8, 2, -4.2
> CCOc1ccc(CN2C(=O)c3ccccc3C2=O)cc1C(=O)Nc1nnc(SCC)s1
    -0.3, 0.0, -4, ., 1, 0.2, 2.5, 1, -2.3
> O=C(/C=C/[C@H]1O[C@@H](n2ccc(=O)[nH]c2=O)[C@H](O)[C@@H]1O)NCCN1CCOCC1
    ., -1.1, ., 2.3, -2, ., ., ., -0.5
> CC(C)c1c(C(=O)N/N=C/c2cccc(OCc3ccc(F)cc3)c2)nnn1-c1nonc1N
    -0.2, -2.5, 6, -0.7, -3, 0.4, -2.9, -8, -0.4
> Cc1cc(C)c2c(CN3CCOCC3)cc(=O)oc2c1C
    -0.4, ., 7, 1.8, 1, -0.7, 2.3, 9, -0.8
> CCc1cccc(C)c1NC(=O)c1cc(-c2ccncc2)nc2ccccc12
    i, 0.3, 15, 1.7, 4, 0.3, ., -7, -3.2
> CCCCN(c1ccccc1)c1ncnc(N)c1[N+](=O)[O-]
    -0.4, 0.8, 3, 1.6, 0, 0.8, -0.3, -2, -3.1
> Cc1sc2ncnc(N3CCC(C(=O)Nc4ccc(F)cc4Cl)CC3)c2c1C
    i, 0.0, -2, -4.5, -3, 4.0, -1.6, 25, -3.7
> Cc1csc(N=Nc2ccc(N(C)C)cc2)[n+]1[O-]
    i, ., 8, 13*, -8, ., ., -30, -1.6
> COC(=O)CCCC(=O)N1CCCC(CCC(=O)NCc2ccc(F)c(F)c2)C1 (stereo unspecified)
    -0.3, ., 9, 0.2, 0, -0.2, -4.2, -11, 0.3
> Cc1cccc(C(=O)NCc2nnc(SCC(=O)NC3=NCCS3)n2C)c1
    -0.5, -3.9, -7, 1.6, 2, 0.5, 0.8, -5, -1.3
> COc1ccc(C(=O)NCCCNC(=O)c2cc3ccccc3[nH]2)cc1OC
    i, 6.4, 8, 0.1, 8, 1.4, -1.5, 1, -2.0
> Cc1ccc(C(=O)Nn2cnc3scc(-c4cccs4)c3c2=O)c(O)c1
    i, -2.2, 16, ., 3, -0.7, -0.9, -9, 0.0

# (next part)
# Value order: Vc quorum ag, BioA inh, GDH-TPI inh, TcdB inh, FBA Mtb inh, PfHsp40 yeast, Mtb UGM inh, Yp Topo-I inh, FadD28 FP inh
> O=C1Nc2ccccc2N=C(c2ccccc2)C1N(Cc1ccc(F)cc1)C(=O)c1cccnc1 (stereo unspecified)
    ., -1.2, ., 1.3, 5, ., ., ., -0.4
> CC1O[C@@H]2O[C@](O[C@H](C)CC[C@@H](C)O)(c3ccccc3)O[C@@H]2C[C@H]1O (stereo partly specified)
    0.0, 0.3, 5, 0.8, 0, -0.2, 0.8, 7, 1.1
> COc1ccc(C(=O)/C=C2/C(=O)Nc3ccccc32)cc1OC
    i, 0.1, 17, 1.3, -1, -1.6, 0.6, -1, -1.1
> O=C(NCc1cccnc1)c1cc(C2CCCCN2C(=O)c2ccc3ccccc3c2)on1 (stereo unspecified)
    -0.4, 2.2, 1, 2.1, 4, ., ., 30, -2.4
> NC(=O)c1ccccc1N/C=C/C(=O)c1ccco1
    -0.2, ., 6, ., 18, -0.9, 2.4, -1, -3.0
> CCC(CC)=N/N=C/c1c(O)n(CC)c2cc(C3=NNC(=O)CC3)ccc12
    i, 3.8, 14, ., -1, -0.5, 1.3, 5, -0.6
> NC1=NC(=O)S/C1=C\c1ccc(O)cc1
    -0.2, ., 16, ., -9, 0.8, 0.6, 3, 0.8
> COc1cccc(NC(=O)/C=C/c2ccccc2[N+](=O)[O-])c1
    -0.5, ., 6, 1.2, 3, 0.5, -0.9, -13, -9.3
> CCOC(=O)CC(=O)CSc1nc2c(c(C)c1C#N)CCC2
    i, ., 3, ., 31*, 31*, -4.1, -1, -2.6
> Cc1c(N=C2SCC(=O)N2/N=C/c2ccccc2Cl)c(=O)n(-c2ccccc2)n1C
    ., -2.9, 19, ., -11, 0.4, 1.0, 1, -3.5
> Cc1ccc(OCc2nnc(SCC(=O)CC(=O)Nc3ccccc3)o2)cc1
    2.9, -0.2, -4, ., -4, -0.3, -0.3, 2, -1.2
> c1ccc2sc(NC3=NCN(CC4CCCO4)CN3)nc2c1 (stereo unspecified)
    -0.3, ., -3, 0.8, -4, 1.1, -0.2, -2, -3.6
> CC(/C=N\NC(=O)c1ccc(C)nc1)=C\c1ccccc1
    0.9, 0.5, 25, 0.9, 1, 0.5, 3.5, -5, -2.4
> Cc1cccc2cc(C(c3nnnn3CC3CCCO3)N3CCOCC3)c(=O)[nH]c12 (stereo unspecified)
    i, -2.0, 14, ., 3, -0.5, 0.8, 3, -4.4
> CCC(=O)Nc1cccc(C(=O)/C=C/c2ccc(F)cc2)c1
    -0.4, ., 14, 1.6, 3, 3.7, -1.8, -4, -2.6
> CCCNC(=O)CN(C)S(=O)(=O)c1c(C)cc(C)cc1C
    -0.4, -0.9, -11, ., 3, -0.4, 0.1, -6, -2.7
> CN(CC(=O)NCc1ccco1)CC(=O)Nc1ccc(F)c(F)c1F
    i, 5.6, 6, 1.3, 0, 1.8, -0.2, 13, -3.0
> O=C(N/N=C/c1cn(-c2ccccc2)nc1-c1cccnc1)c1ccc(F)cc1
    -1.5, ., 3, 1.4, 2, 1.6, 1.5, 10, 0.6
> CCn1cc(C(=O)N2CCN(c3ccc(F)cc3)CC2)c2cc(OC)c(OC)cc2c1=O
    -0.4, 3.1, 15, 2.0, -1, -0.6, -1.7, 1, -3.9
> CC(NS(=O)(=O)OCC(Cl)(Cl)Cl)c1ccc(Br)cc1 (stereo unspecified)
    i, 0.3, 12, 0.9, 2, 3.7, 1.6, 0, -5.1

# Other records follow:
# Value order: Vc quorum ag, BioA inh, GDH-TPI inh, TcdB inh, FBA Mtb inh, PfHsp40 yeast, Mtb UGM inh, Yp Topo-I inh, FadD28 FP inh
> COc1ccc2oc(-c3ccccc3)c(C(=O)O)c2c1
    0.5, ., 9, 1.5, +, -1.1, 1.9, -3, -1.4
> Cc1ccnc(NC(=O)c2cccc(NC(=O)c3ccccc3C)c2)c1
    i, -1.6, 2, 0.1, 0, 0.7, 0.2, 1, 0.0
> Cc1ccc(-c2cc(C(=O)Nc3ccc(S(=O)(=O)N4CC(C)OC(C)C4)cc3)[nH]n2)c(O)c1 (stereo unspecified)
    -2.2, ., 13, 0.4, 3, -0.2, 0.8, -13, -1.4
> Cc1cc(C)c2nc(-c3cccnc3)cc(C(=O)Nc3ccc(S(=O)(=O)Nc4onc(C)c4C)cc3)c2c1
    i, ., 6, -1.7, 2, 0.2, 1.2, 11, -3.7
> O=C(N/C(=C\c1cccc([N+](=O)[O-])c1)C(=O)N1CCOCC1)c1cccc(Br)c1
    ., 1.4, -4, 1.0, 0, 0.7, -0.2, -10, -3.7
> COc1ccccc1NC(=O)/C(=N/OCc1ccc(F)cc1)C(C)=O
    -0.5, -0.1, 4, 2.5, 20, -0.2, -1.3, 9, -0.1
> CC1(c2nnc(Cc3ccccc3)o2)CC(c2ccc([N+](=O)[O-])cc2)=NO1 (stereo unspecified)
    -0.3, 3.4, 9, 0.7, 4, -1.0, 0.3, 0, -1.5
> CC[C@@]1(C(=O)OC)N[C@H](CN(C)C(=O)Nc2ccc(C)cc2)[C@@H]2C(=O)N(C)C(=O)[C@@H]21
    i, -0.6, 1, -0.4, -1, -1.6, -2.1, 7, 1.4
> C[C@H](NC(=O)[C@@H]1CSC2c3ccccc3C(=O)N21)C(=O)NC1CCCC1 (stereo partly specified)
    i, -0.1, -7, -0.5, 3, -0.1, 0.2, 5, -0.4
> CCC(=O)N1CCN(c2ccc(NC(=O)COc3ccc(C)cc3C)cc2)CC1
    -2.8, -0.1, 1, -1.2, -1, 0.7, -0.9, 5, -2.8
> O=C(Cn1ccc([N+](=O)[O-])n1)N1CCc2ccccc21
    1.1, 0.2, 14, 2.3, 2, 0.6, -2.8, 7, -3.9
> CC(OC(=O)CNC(=O)c1ccc(Cl)cc1)C(=O)NC1CCCCC1C (stereo unspecified)
    -0.7, ., 8, -0.4, 2, -1.0, 0.4, 12, -1.8
> Nc1nc2ccccc2n1CCOc1ccccc1Cl
    ., -0.9, -15, ., 0, 1.5, 5.6, -5, -4.3
> CC(O)C1C=CC=CC(=O)OC2CC3OC4C5OC5(C)CCC4(COC(=O)C4OC4(C)C(O)CO1)C2(C)C31CO1 (stereo unspecified)
    -1.9, ., 9, 2.7, 3, ., ., 6, -1.3
> C[C@H]1C=C(C(=O)N2CCN(Cc3ccc4c(c3)OCO4)CC2)O[C@@H](OCc2ccc(CO)cc2)C1
    i, 0.4&5.4, 7, -17&0.9, 5, 2.3, -2.1, 28, -2.1
> COc1ccc(CC(=O)Nc2c3c(nn2-c2ccccc2C)CS(=O)C3)cc1 (stereo unspecified)
    -0.1, -1.5, -9, ., -1, -0.6, 1.3, 4, -3.8
> COc1ccc(S(=O)NC2CCCCC2)c(OC)c1C (stereo unspecified)
    -0.7, -0.8, 0, ., 1, 1.6, 0.2, 6, 0.5
> Cc1ccc2c(c1)CC1(CN2C)C(=O)NC(=O)N(c2cc(C)ccc2C)C1=O (stereo unspecified)
    -5.6, 0.1, -1, ., 0, -0.6, 0.6, 5, -0.1
> CC(C)(C)OC(=O)C1C(=O)CC(C)(O)C(C(=O)OC(C)(C)C)C1c1cccnc1 (stereo unspecified)
    3.2, -2.6, 13, ., -2, 1.5, 0.9, -10, -0.8
> CS(=O)(=O)c1ccc(-c2sc3cc4c(cc3c2C(=O)NN2CCOCC2)OCO4)cc1
    i, -3.1, 37*, 1.0, 48*, -1.3, -0.1, -13, -1.1
> COc1cc(C(=O)N2CCCCC2c2cc(C(=O)NC(C)C)no2)cc(OC)c1C (stereo unspecified)
    -0.2, 0.5, 6, -6.2, -2, ., ., 12, -1.4

# Some of the entries so far, as tab-separated lines:
SMILES	Vc quorum ag	BioA inh	GDH-TPI inh	TcdB inh	FBA Mtb inh	PfHsp40 yeast	Mtb UGM inh	Yp Topo-I inh	FadD28 FP inh
COc1ccccc1NC(=O)/C(=N/OCc1ccc(F)cc1)C(C)=O	-0.5	-0.1	4	2.5	20	-0.2	-1.3	9	-0.1
CC1(c2nnc(Cc3ccccc3)o2)CC(c2ccc([N+](=O)[O-])cc2)=NO1 (stereo unspecified)	-0.3	3.4	9	0.7	4	-1.0	0.3	0	-1.5
CC[C@@]1(C(=O)OC)N[C@H](CN(C)C(=O)Nc2ccc(C)cc2)[C@@H]2C(=O)N(C)C(=O)[C@@H]21	i	-0.6	1	-0.4	-1	-1.6	-2.1	7	1.4
C[C@H](NC(=O)[C@@H]1CSC2c3ccccc3C(=O)N21)C(=O)NC1CCCC1 (stereo partly specified)	i	-0.1	-7	-0.5	3	-0.1	0.2	5	-0.4
